# LYPLA2 counter = LYPLA2 (human) inhibition in PME1 counter-screen. AID 2177. inhibition, % at 5.9 µM. O95372. hit rate 0.38% among 320,000. recombinant LYPLA2, FP-Rh probe fluorescence polarization;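 active = inhibition above the screen-wide mean plus 3 SD, limit set per campaign, cut at about 26% in these data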;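 also: 0% = LYPLA2 with DMSO and 100% = wells lacking LYPLA2 enzyme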
# Target sequence (O95372 whole entry, looked up): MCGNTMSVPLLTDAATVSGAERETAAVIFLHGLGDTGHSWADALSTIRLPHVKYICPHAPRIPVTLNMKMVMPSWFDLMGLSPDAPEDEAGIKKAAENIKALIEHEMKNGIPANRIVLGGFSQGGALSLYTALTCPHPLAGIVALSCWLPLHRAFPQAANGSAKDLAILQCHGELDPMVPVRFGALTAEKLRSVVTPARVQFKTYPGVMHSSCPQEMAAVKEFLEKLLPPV
# PAFAH2 inh = inhibitors of human PAFAH2 | Q99487 | recombinant PAFAH2, FP-rhodamine activity probe, fluorescence polarization | inhibition, % at 3.39 µM | hit rate 0.99% among 340,000 | AID 492956;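 active = inhibition above the mean over all tested compounds plus 3 SD, cut at about 30% in these data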;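 also: inhibitors block probe labeling of enzyme so polarization drops; 0% = enzyme with DMSO and 100% = wells lacking PAFAH2 protein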
# PME-1 primary = PME-1 (human) inhibition | inhibition, % at 5.9 µM | recombinant PME-1, FP-Rh probe fluorescence polarization | hit rate 0.53% among 320,000 | Q9Y570 | AID 2130;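 active = inhibition above the campaign mean of all compounds plus 3 SD, cut at about 26% in these data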;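 also: competitive labeling of PME-1 active site by serine hydrolase directed probe; 0% = PME-1 with DMSO and 100% = wells lacking PME-1 enzyme; inhibitors block probe labeling so polarization falls and inhibition rises; many of its hits are not listed in these tables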
# PAFAH1B3 FP inh = PAFAH1B3 (human) inhibition. recombinant PAFAH1B3, FP-rhodamine probe, fluorescence polarization. inhibition, % at 3.39 µM. hit rate 0.28% among 340,000. AID 492972;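 active = inhibition above the screen-wide average of all tested compounds plus 3 SD, cut at about 25% in these data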;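 also: 0% = enzyme with DMSO only and 100% = wells lacking PAFAH1B3 protein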
# pPAFAH inh = pPAFAH (human) enzyme inhibition | Q13093 | recombinant pPAFAH, FP-rhodamine probe fluorescence polarization | inhibition, % at 3.39 µM | hit rate 1.5% among 330,000;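 active = inhibition above the mean inhibition across the screen plus 3 SD, cut at about 25% in these data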;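 also: inhibitors block binding of the rhodamine activity-based probe so polarization drops; 0% = enzyme with DMSO and 100% = wells lacking pPAFAH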
# Target sequence (Q13093 whole entry, looked up): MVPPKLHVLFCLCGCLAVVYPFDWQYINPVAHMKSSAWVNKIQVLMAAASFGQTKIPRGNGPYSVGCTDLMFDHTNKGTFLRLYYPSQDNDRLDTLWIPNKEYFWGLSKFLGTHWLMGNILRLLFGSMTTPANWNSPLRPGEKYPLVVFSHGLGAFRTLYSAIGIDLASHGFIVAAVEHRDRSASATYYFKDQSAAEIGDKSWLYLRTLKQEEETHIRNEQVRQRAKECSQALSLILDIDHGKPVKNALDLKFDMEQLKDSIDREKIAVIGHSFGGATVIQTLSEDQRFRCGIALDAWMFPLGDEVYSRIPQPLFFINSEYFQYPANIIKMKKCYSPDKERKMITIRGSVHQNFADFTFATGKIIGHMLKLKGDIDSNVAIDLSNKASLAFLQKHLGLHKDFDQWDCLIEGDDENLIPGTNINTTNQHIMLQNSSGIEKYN
# GSTO1 inh = blocks human GSTO1 in RBBP9 counter-screen. P78417. recombinant GSTO1, activity-based probe fluorescence polarization. inhibition, % at 5.96 µM. hit rate 1.1% among 300,000. AID 1974;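 active = inhibition above the campaign mean inhibition plus 3 SD, cut at about 35% in these data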;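 also: 0% = GSTO1-1 with DMSO and 100% = wells lacking GSTO1-1 enzyme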
# PAFAH1B2 FP inh = blocks human PAF acetylhydrolase 1b catalytic subunit 2; P68402; recombinant PAFAH1B2, FP-rhodamine activity probe, fluorescence polarization; inhibition, % at 3.39 µM; hit rate 1.2% among 340,000; AID 492953;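 active = inhibition above the mean of all tested compounds plus 3 SD, cut at about 24% in these data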;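 also: 0% = enzyme with DMSO and 100% = wells lacking PAFAH1B2; many of its hits are not listed in these tables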
# PAD4 FP inh = PAD4 (human) enzyme inhibition; Q9UM07; recombinant PAD4, RCA probe fluorescence polarization; inhibition, % at 6.36 µM; hit rate 0.41% among 330,000; AID 485272;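 active = percent inhibition above a cutoff equal to the mean of all tested compounds plus 3 SD, cut at about 15% in these data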;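 also: 0% = PAD4 with RCA probe and DMSO and 100% = probe without PAD4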
# LYPLA1 counter = counter-screen for PME1 inhibitors: inhibitors of human LYPLA1. recombinant LYPLA1, FP-Rh probe fluorescence polarization. inhibition, % at 5.9 µM. AID 2174. hit rate 0.16% among 320,000. O75608;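 active = inhibition above the mean of all tested compounds plus 3 SD, set per campaign, cut at about 14% in these data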;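 also: inhibitors block serine hydrolase probe labeling of LYPLA1 so polarization falls; 0% = enzyme with DMSO and 100% = wells lacking LYPLA1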
# Target sequence (O75608 whole entry, looked up): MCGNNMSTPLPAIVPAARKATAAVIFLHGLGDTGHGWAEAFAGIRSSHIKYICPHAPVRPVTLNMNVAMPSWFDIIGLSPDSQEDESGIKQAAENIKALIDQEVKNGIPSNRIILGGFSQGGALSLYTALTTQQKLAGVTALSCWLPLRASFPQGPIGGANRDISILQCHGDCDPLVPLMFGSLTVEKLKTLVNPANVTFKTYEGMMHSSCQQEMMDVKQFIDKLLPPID
# An asterisk follows results filed as active; . = not tested or not shown.
# Second line of a record: LYPLA2 counter	PAFAH2 inh	PME-1 primary	PAFAH1B3 FP inh	pPAFAH inh	GSTO1 inh	PAFAH1B2 FP inh	PAD4 FP inh	LYPLA1 counter
Cc1cc(C)cc(N2C(=O)CC(Cn3nc(C)cc3C)C2=O)c1 (stereo not given)
  6	.	1	.	4	9	.	2	4
O=C(CN(c1ccc2c(c1)OCCO2)S(=O)(=O)c1ccccc1)Nc1ccc2c(c1)OCO2
  5	4	0	10	10	2	5	-1	1
Cc1ccnc(Cc2ccccc2)n1
  2	4	1	9	3	-1	-2	-5	1
N=c1c(C(=O)NCCc2ccccc2)cc2c(=O)n3ccccc3nc2n1CC1CCCO1 (stereo not given)
  -15	-4	2	4	-2	-5	5	0	-2
O=S(=O)(NCc1ccncc1)c1ccccc1
  2	-16	4	-4	3	0	-1	-2	0
O=C(Cc1c[nH]c2ccccc12)NC1(C(=O)NC2CCCC2)CCCCC1
  -1	3	-1	2	0	-3	0	-4	2
COc1cc(OC)c(NC(=O)CCc2nc(-c3cccs3)no2)cc1Cl
  0	8	12	10	2	-15	2	1	-1
O=C(CCS(=O)(=O)c1ccc(Br)cc1)NC1CCCCCC1
  7	-4	0	-5	3	2	8	3	4
Cc1[nH]nc(SCC(=O)NCc2ccc(Cl)cc2)c1[N+](=O)[O-]
  -3	-6	0	-1	2	5	4	4	1
O=C(NCc1ccco1)C1CCCN(S(=O)(=O)Cc2ccccc2)C1 (stereo not given)
  3	-5	-6	3	4	-4	-1	-2	0

# Taken from the listing for reference:
# Second line of a record: LYPLA2 counter	PAFAH2 inh	PME-1 primary	PAFAH1B3 FP inh	pPAFAH inh	GSTO1 inh	PAFAH1B2 FP inh	PAD4 FP inh	LYPLA1 counter
Cc1[nH]nc(SCC(=O)NCc2ccc(Cl)cc2)c1[N+](=O)[O-]
  -3	-6	0	-1	2	5	4	4	1
O=C(NCc1ccco1)C1CCCN(S(=O)(=O)Cc2ccccc2)C1 (stereo not given)
  3	-5	-6	3	4	-4	-1	-2	0

# Additional entries follow.
# Second line of a record: LYPLA2 counter	PAFAH2 inh	PME-1 primary	PAFAH1B3 FP inh	pPAFAH inh	GSTO1 inh	PAFAH1B2 FP inh	PAD4 FP inh	LYPLA1 counter
CCCOc1ccc(NC2=CC(=O)CC(C)(C)C2)cc1
  6	-1	8	6	4	2	1	1	4
CC(C)n1nc(C(=O)Oc2ccc(Cl)cc2)c2ccccc2c1=O
  2	4	10	-4	4	-6	1	-3	1
CCOC(=O)C1CCN(C(=O)C2(NC(=O)Nc3ccc(F)cc3F)CCCCC2)CC1
  1	3	-1	4	2	11	2	-2	-1
CC1(c2ccccc2)NC(=O)N(CC(=O)Nc2ccc3c(c2)CCC3)C1=O (stereo not given)
  .	0	.	9	8	.	4	5	.
O=C(c1ccc(Cl)cc1)N(c1ccccn1)C1CCCCC1
  5	3	-10	1	-3	3	8	-3	-2
Cc1cccc(-n2c(Cc3cc(=O)[nH]c(=O)[nH]3)nnc2SCC(=O)N2CCCCC2)c1
  -5	4	-6	0	-1	8	6	0	1
N#Cc1c(N)nc(N2CCCC2)c(C#N)c1-c1ccc(Cl)cc1
  7	4	17	-1	4	-1	2	-1	-4
COc1ccc(C(=O)N2CCN(S(=O)(=O)c3ccc(F)cc3)CC2)cc1OC
  3	1	-2	2	4	8	1	1	-1
O=C(c1ccccc1)N1CCN(c2ncnc3sc4c(c23)CCC4)CC1
  8	-2	0	4	2	-1	7	2	-2
COc1ccc(C(=O)C2CCCN(C(=O)C3CCOCC3)C2)c(C)c1 (stereo not given)
  4	-4	-1	0	1	3	8	-5	-4
CCOC(=O)N1CCN(C(=S)NCCOC)CC1
  4	7	-9	2	3	-1	4	0	1
O=C(NC(=O)N1CCN(c2cccc(Cl)c2)CC1)c1ccc(Cl)cc1
  3	-2	4	4	4	1	1	-2	0
Cn1nnnc1SCC(=O)c1cccs1
  4	2	2	1	2	13	4	2	1
CNC(=O)CSc1nnc(COc2ccc(Cl)cc2)n1CCOC
  13	-5	1	9	0	1	6	-2	1
Cc1cccc(C)c1NC(=S)N(Cc1ccccc1)Cc1cccs1
  -3	3	-4	8	5	7	1	-3	2
O=C1CCC(c2ccccc2)(C2CCN(Cc3ccccc3)CC2)C(=O)N1 (stereo not given)
  2	10	1	-3	6	2	-4	0	-1
CCOC(=O)CNS(=O)(=O)c1ccc(C(=O)O)cc1
  -3	1	3	10	3	3	6	-2	2
OCc1cc(CO)c(O)c(CCc2ccccc2)n1
  8	-5	-1	-5	1	-2	4	2	2
S=C(N/N=C/c1ccc(Cl)cc1)N1CCOCC1
  5	1	4	12	7	5	2	-2	2
CCC1CCCCN1S(=O)(=O)c1ccc(NC(=O)c2cccnc2)cc1 (stereo not given)
  1	-1	0	-2	-3	0	6	0	-1

# Whole records, looked up by structure.
# Results for O=C(c1ccc(Cl)cc1)N(c1ccccn1)C1CCCCC1 → LYPLA2 counter: 5; PAFAH2 inh: 3; PME-1 primary: -10; PAFAH1B3 FP inh: 1; pPAFAH inh: -3; GSTO1 inh: 3; PAFAH1B2 FP inh: 8; PAD4 FP inh: -3; LYPLA1 counter: -2
# Results for Cc1cccc(-n2c(Cc3cc(=O)[nH]c(=O)[nH]3)nnc2SCC(=O)N2CCCCC2)c1 → LYPLA2 counter: -5; PAFAH2 inh: 4; PME-1 primary: -6; PAFAH1B3 FP inh: 0; pPAFAH inh: -1; GSTO1 inh: 8; PAFAH1B2 FP inh: 6; PAD4 FP inh: 0; LYPLA1 counter: 1

# Next part:
# Second line of a record: LYPLA2 counter	PAFAH2 inh	PME-1 primary	PAFAH1B3 FP inh	pPAFAH inh	GSTO1 inh	PAFAH1B2 FP inh	PAD4 FP inh	LYPLA1 counter
CN(CCC1CCCCO1)C(=O)CCc1nnc(Cc2c[nH]c3ccccc23)o1 (stereo not given)
  13	-5	2	0	2	-9	1	-1	6
N#Cc1c(-c2cccs2)nc(SCC(=O)c2ccc(Br)cc2)[nH]c1=O
  -17	-10	-8	-6	3	-56	2	-16	-11
COc1ccccc1N=Nc1ccc(O)c2ncccc12
  2	6	13	18	44*	51*	6	-6	-2
O=C(CSc1ccc2nnc(-c3cccnc3)n2n1)Nc1ccccc1
  8	12	6	0	1	2	1	0	-2
Cc1cccc2c(C(=O)O)c3cccc(C)c3nc12
  2	-2	-2	0	-11	1	-3	-2	1
CCCC(C)NC(=O)COC(=O)c1cccc(NS(C)(=O)=O)c1 (stereo not given)
  -3	37*	-3	1	4	5	2	1	-2
COC(=O)Cc1cc(=O)[nH]c(/N=C(\N)Nc2cccc(C)c2)n1
  5	0	2	4	7	4	4	3	-1
COc1cc(C(=O)NCc2nnc(SCC(=O)Nc3cccc(C)c3)o2)cc(OC)c1OC
  1	-2	-1	6	0	5	1	-2	-3
Nc1cccc(Oc2ccc3c(c2)C(=O)N(CC2CCCO2)C3=O)c1 (stereo not given)
  7	5	-1	3	-2	-1	5	2	3
COc1cccc(CNCc2cccnc2)c1OCc1ccccc1
  0	1	-4	1	0	0	3	0	-2
COC(=O)c1sccc1NC(=O)CC1C(=O)NCCN1C(=O)Nc1ccccc1 (stereo not given)
  -8	3	2	1	5	3	-5	2	-2
CC(C)CNC(=O)c1cc(S(=O)(=O)N2CCOCC2)ccc1N1CCCC1
  -1	-2	3	11	3	2	-3	-1	2
COCCn1c(SCc2ccc(C(=O)OC)o2)nc2cc(Cl)ccc2c1=O
  -5	-4	1	-4	-4	4	-3	1	-2
COc1ccccc1NS(=O)(=O)c1ccc2c(c1)NC(=O)CC(=O)N2
  8	0	3	5	10	0	2	4	1
Cc1ccc(S(=O)(=O)N2CCCC2CNC(=O)c2ccc3c(c2)OCO3)cc1 (stereo not given)
  -2	0	-2	2	1	-1	3	-5	-2
O=C(CSc1nnc(C2CC2)n1-c1ccccc1)N1CCCC1
  .	5	.	-2	-5	.	6	-5	.
Cc1cc(C(=O)N/N=C/c2ccc(-c3cccc(Cl)c3)o2)n[nH]1
  -11	2	-7	9	-1	-1	-1	1	-2
C=CC[C@H]1Cc2c(cccc2[N+](=O)[O-])[C@H](CC=C)N1
  -2	6	-2	1	8	2	9	-15	-2
CCCCOCC(O)CCc1n[nH]c(=S)n1-c1ccccc1 (stereo not given)
  3	-3	-3	2	-2	5	7	-4	2
COC(=O)c1cccc(C(=O)Oc2cccc(Br)c2)n1
  6	2	-6	4	6	11	-1	-6	3
C1CCc2nc3c(nc2C1)CCCC3
  12	10	7	13	-2	10	1	3	3
Cc1cc(=O)oc2cc(OS(C)(=O)=O)ccc12
  -3	10	-1	5	-2	1	2	-9	2
O=C(Nc1ccc(Cl)cc1)Nc1ccccn1
  4	-36	1	10	-1	-6	-4	1	-3
O=C(Cc1ccccc1)NCC(=O)OCc1cccc([N+](=O)[O-])c1
  3	5	-2	3	14	4	0	-5	2
O=C(NCCCCc1ccccc1)c1ccccc1Cl
  6	5	1	6	5	3	4	-1	-3
COc1cc(O)c(C(CCN2CCCCC2)c2ccc(N(C)C)cc2)c(OC)c1 (stereo not given)
  -4	-6	-4	7	4	0	1	-2	-1
CCCc1cc(=O)oc2c(C)c(O[C@@H]3O[C@H](CO)[C@@H](O)[C@H](O)[C@H]3O)ccc12
  4	-7	-5	9	7	0	4	-8	-2
Cn1c(-c2ccccc2)c(CCO)c2ccccc21
  -2	13	-2	4	7	-3	9	0	-3
COc1ccc(N(CC(=O)NC2CC3CCC2C3)S(=O)(=O)c2ccccc2)cc1OC (stereo not given)
  -4	4	-3	12	-3	2	-2	3	1
O=C(COC(=O)C1=COCCO1)Nc1ccc(Oc2ccccc2)cc1
  3	83*	-4	-1	6	13	-4	-1	0
CCc1ccc(CNC(=O)C(=O)NCCc2ccc(OC)c(OC)c2)cc1
  11	-8	1	-2	8	13	-1	2	3
CCC1SC2=NCN(c3ccccc3)CN2C1=O (stereo not given)
  8	.	-2	.	2	4	.	1	0
CCN(Cc1ccccc1)S(=O)(=O)c1cc(C(=O)NCC2CCCCC2)ccc1OC
  -4	-4	-11	-1	4	1	19	5	-4
O=[N+]([O-])c1cccnc1Oc1ccc(F)cc1
  3	4	-4	10	6	5	7	4	5

# Entries shown so far that contain a nitro group on carbon, in the order listed:
# Second line of a record: LYPLA2 counter	PAFAH2 inh	PME-1 primary	PAFAH1B3 FP inh	pPAFAH inh	GSTO1 inh	PAFAH1B2 FP inh	PAD4 FP inh	LYPLA1 counter
Cc1[nH]nc(SCC(=O)NCc2ccc(Cl)cc2)c1[N+](=O)[O-]
  -3	-6	0	-1	2	5	4	4	1
C=CC[C@H]1Cc2c(cccc2[N+](=O)[O-])[C@H](CC=C)N1
  -2	6	-2	1	8	2	9	-15	-2
O=C(Cc1ccccc1)NCC(=O)OCc1cccc([N+](=O)[O-])c1
  3	5	-2	3	14	4	0	-5	2
O=[N+]([O-])c1cccnc1Oc1ccc(F)cc1
  3	4	-4	10	6	5	7	4	5

# This is a subset; the hit share may differ from the screen's.
